HT1080NT lethal – qHTS for induction of synthetic lethality in tumor cells producing 2HG: qHTS for the HT-1080-NT fibrosarcoma cell line; HT-1080-NT fibrosarcoma viability, CellTiter-Glo ATP luminescence, 48 h; Potency, µM (series often up to 46.1 µM), for inactives: top-dose activity, negative = less viability, most hits filed as cytotoxic; 1.6% of 360,000 active;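 further: NT is the 2HG producing partner of a matched IDH1 knockdown line; 0% = DMSO-treated cells and -100% = media-only wells without cells; nearly all actives have a fitted effect of over 55% in size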
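750 cells/well, RPMI + 5% FBS; 2 h settle, compound pin-transfer, 48 h at 37 degrees C. CellTiter-Glo 10 min RT, luminescence. Normalized to DMSO and media-only wells.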
TDP-43 yeast inh – qHTS of TDP-43 Inhibitors | 1.8% of 410,000 active | Potency, µM (series often up to 46.1 µM), for inactives: at the top dose growth rescue (activation), most hits filed as activators | TDP-43 expressing yeast growth rescue, BacTiter-Glo, 24 h; further: % of control where 0% means no effect; nearly all actives have a fitted effect of over 50% in size
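Galactose-induced TDP-43 yeast, OD600=0.02, compound pinned; 24 hr, 30 deg C; BacTiter-Glo luminescence for growth. Inhibitors of TDP-43 toxicity read as activators.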
GLP-1R inv ag – qHTS of GLP-1 Receptor Inverse Agonists (Inhibition Mode) | HEK293 GLP-1R CRE-luciferase, luminescence, 24 h; GLP-1R form is constitutively active | Potency, µM (top dose mostly 38.3 µM), for inactives: at the top dose activity change, negative = inhibition, usual class: inhibitors | 1.6% of 410,000 active | AID 624417, 2012; further: on the % scale 0 is the no-effect control and ±100 the full control effect; nearly all actives have a fitted effect of over 55% in size
Target sequence (P43220 whole entry, looked up): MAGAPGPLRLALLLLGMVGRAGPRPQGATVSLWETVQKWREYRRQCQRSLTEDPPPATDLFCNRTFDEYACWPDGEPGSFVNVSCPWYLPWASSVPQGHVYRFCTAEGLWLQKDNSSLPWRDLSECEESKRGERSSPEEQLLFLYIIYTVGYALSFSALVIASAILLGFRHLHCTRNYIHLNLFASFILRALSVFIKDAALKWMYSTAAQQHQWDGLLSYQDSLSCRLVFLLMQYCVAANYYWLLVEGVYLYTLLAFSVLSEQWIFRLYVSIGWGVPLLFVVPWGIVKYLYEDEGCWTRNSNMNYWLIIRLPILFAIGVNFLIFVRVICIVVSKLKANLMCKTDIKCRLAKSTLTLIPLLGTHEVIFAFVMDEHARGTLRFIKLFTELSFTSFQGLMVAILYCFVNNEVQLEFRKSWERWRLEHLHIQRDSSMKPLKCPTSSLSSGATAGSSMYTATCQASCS
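Luminescence readout: a drop in cAMP-driven luciferase signal flags inverse agonism at a constitutively active GLP-1R stably expressed in HEK293. Compound exposure lasted 24 hr at 37 deg C, 5% CO2.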
KB-V1 cytotox – qHTS assay for MDR1-selective chemotherapeutics: Primary screen using the drug-selected MDR subline cells KB-V1 | KB-V1 MDR cells viability, CellTiter-Glo, 72 h | Potency, µM (series often up to 46.1 µM), for inactives: at the highest dose activity change, negative = cytotoxicity, most hits filed as cytotoxic | 3.4% of 400,000 active | AID 1347076, 2019; further: on the % scale 0 is the no-effect control and ±100 the full control effect; nearly all actives have a fitted effect of over 60% in size
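Readout: CellTiter-Glo luminescence, 10 min after addition. Cells: KB-V1 MDR subline, 72 h at 37 degrees C with compound. Analysis: corrected, normalized data fitted to concentration-effect curves.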
GLP1R ag – qHTS of GLP-1 Receptor Agonists; 0.007% of 380,000 active; Glucagon-like peptide 1 receptor (Homo sapiens), P43220; HEK293 GLP-1R CRE-luciferase, luminescence, 4-6 h; cells express a hypersensitive GLP-1R form; Potency, µM (highest dose often 45.6 µM), without a hit: at the top dose activation, hits mostly activators; further: % of control where 0% means no effect
SW480 rereplic – A quantitative high throughput screen for small molecules that induce DNA re-replication in SW480 colon adenocarcinoma cells; SW480 DNA re-replication, Hoechst DNA content imaging, 48 h; Potency, µM (top dose mostly 46.1 µM), for the others: top-dose re-replication activation, usual class: activators; 1.8% of 340,000 active; further: % of control where 0% means no effect; nearly all actives have a fitted effect of over 55% in size
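Quantitative HTS format with DMSO vehicle controls; 48 hr drug incubation at 37 C, then 40 min Hoechst staining and scanning imager measurement at 405 nm excitation.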
KB-3-1 tox – qHTS assay for MDR1-selective chemotherapeutics: Primary screen using the parental adenocarcinoma cell KB-3-1. 1.4% of 400,000 active. AID 1347075, 2019. KB-3-1 viability, CellTiter-Glo ATP luminescence, 72 h. Potency, µM (highest dose often 46.1 µM), without a hit: at the highest dose activity change, negative = cytotoxic, most hits filed as cytotoxic; further: on the % scale 0 is the no-effect control and ±100 the full control effect; nearly all actives have a fitted effect of over 60% in size
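Using CellTiter-Glo luminescence, growth of non-resistant KB-3-1 adenocarcinoma cells is assessed 72 h after pin-tool compound addition at 37 °C. Normalized responses across the concentration series yield fitted curves.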
GLP1R cytotox – qHTS of GLP-1 Receptor Inverse Agonists: Cytotox Screen; 0.13% of 410,000 active; HEK293 cAMP-luciferase reporter cells, luminescence, 24 h; Potency, µM (highest dose often 38.3 µM), inactives show at the top dose activity change, negative = inhibition, most hits filed as inhibitors;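 further: loss of luciferase light is scored as toxicity; on the % scale 0 is the no-effect control and ±100 the full control effect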
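1536-well qHTS counterscreen of the MLSMR; 200 cells/uL, 12 h pre-incubation, 23 nL cpd, 24 h at 37 deg C 5% CO2, luciferase detection reagent, 12 min RT, luminescence. Inhibition = undesired.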
HT1080 IDH1KD tx – qHTS for induction of synthetic lethality in tumor cells producing 2HG: qHTS for the HT-1080-IDH1KD cell line; HT-1080 IDH1 knockdown viability, ATP luminescence, 48 h; Potency, µM (highest dose often 46.1 µM), for inactives: top-dose activity, negative = toxicity, hits mostly cytotoxic; 2% of 360,000 active; AID 686971, 2013;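 further: 0% = DMSO wells and -100% = cell-free medium wells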
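IDH1KD HT-1080 cells, 750/well, RPMI + 5% FBS; compound pinned after 2 h settling; 48 h, 37 °C; CellTiter-Glo luminescence; % activity normalised to DMSO and no-cell wells; curves fitted, classed by r2 and efficacy.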
* = called active by the depositor; ? = inconclusive; nt = no result given; [ ] = another dose, or the depositor's remark. The call rests on the fitted dose curve; in most records, active means well fitted curve in the direction sought with a large enough effect; inconclusive means small, poorly fitted or top-dose-only effect, or another doubt; inactive means no such curve, though single readings can be large; an effect the other way counts as inactive or inconclusive. Potency means the concentration at half of the fitted maximal effect.

molecule	HT1080NT lethal	TDP-43 yeast inh	GLP-1R inv ag	KB-V1 cytotox	GLP1R ag	SW480 rereplic	KB-3-1 tox	GLP1R cytotox	HT1080 IDH1KD tx
O=C(NCCN1CCN(c2ccccc2)CC1)Nc1ccc(Cl)cc1	?	20%	?	-19%	5%	-5%	-5%	-5%	-17%
NS(=O)(=O)c1cc2c(cc1Cl)NC(CSCc1ccccc1)=NS2(=O)=O	-15%	4%	4%	15%	27%	-6%	0%	1%	3%
Cc1ccccc1C1NC(=O)c2ccccc2O1 (stereo not drawn)	7%	6%	14%	12%	4%	-5%	1%	2%	2%
CC(Oc1ccccc1F)C(=O)NNC(=O)Cc1ccc(S(=O)(=O)N2CCOCC2)s1 (stereo not drawn)	10%	21%	-11%	0%	8%	-13%	15%	-2%	2%
OC(CCCN1CCCCC1)(c1ccccc1)c1ccc(C(F)(F)F)cc1 (stereo not drawn)	?	-4%	?	-27%	5%	?	-11%	-28%	?
COCCN(C(=O)CSc1nnc(-c2ccc(Cl)cc2)o1)c1c(N)n(CC(C)C)c(=O)[nH]c1=O	-2%	21%	21%	nt	20%	0%	nt	4%	1%
Cc1ccc(C)c(NC(=S)Nc2cccnc2)c1	11%	2%[9.22 µM]	6%	-6%	0%	-4%	14%	10%	10%
CC(=O)N1CCN2C(=O)C1CCCC(=O)c1cc(C(C)C)ccc12 (stereo not drawn)	-3%	-17%	4%	12%	11%	-10%	6%	2%	10%
CCC(CC)NC(=O)c1ccc(Cl)cc1	25%	11%	-1%	-1%	-4%	-5%	-7%	-7%	15%
CC(C)CCOc1cccc(OCC(=O)O)c1	4%	20%	-11%	27%	0%	-1%	-3%	-5%	4%
NC(=O)C1Cc2ccccc2CN1C(=O)c1cc(C2CC2)nn1-c1ccccc1 (stereo not drawn)	13%	9%	-6%	?	1%	-5%	14%	-28%	11%
COc1ccc(Cl)cc1NC(=O)COC(=O)C1CC(=O)N(Cc2ccccc2)C1 (stereo not drawn)	0%	25%	-6%	7%	-3%	-1%	2%	6%	6%
Cc1cc(Cl)c2oc(C(=O)N(C)Cc3cc(C)[nH]n3)c(C)c2c1	-8%	19%	136%[activator]	?	?	0%	0%	14%	-1%
Cc1nnc(SCC(=O)Nc2ccc([N+](=O)[O-])cc2)n1C	-7%	21%	12%	-13%	-3%	-7%	2%	1%	-3%
CCNC(=S)N(Cc1cc2c(C)ccc(C)c2[nH]c1=O)C1CCCC1	-9%	20%	-14%	-13%	-2%	3.7µM*	?	21%	0%
CCC(C)(C)NC(=O)C(c1ccc(C)cc1)N(Cc1cccnc1)C(=O)c1csnn1 (stereo not drawn)	1%	-17%	-23%	-9%	-1%	-2%	-5%	-3%	6%
CCOC(=O)c1c(-c2ccc(F)cc2)csc1NC(=O)CCN1C(=O)c2ccccc2C1=O	15%	5%	?	?	-2%	-2%	14%	-2%	10%
COC(=O)N/N=C/c1ccc(-c2ccc(Cl)c(Cl)c2)o1	4%	13µM*	-30%	2%	1%	3%	-3%	-10%	-11%
O=C1Cc2ccccc2N1c1ccccc1	-1%	?	3%	4%	3%	-13%	-1%	-1%	2%
Cc1nnc(SCC(=O)N(Cc2ccccc2)C(C)(C)C)[nH]c1=O	9%	5%	-5%	0%	6%	-2%	13%	-10%	13%

A draw from above in order of SMILES length, high to low.
molecule	HT1080NT lethal	TDP-43 yeast inh	GLP-1R inv ag	KB-V1 cytotox	GLP1R ag	SW480 rereplic	KB-3-1 tox	GLP1R cytotox	HT1080 IDH1KD tx
COc1ccc(Cl)cc1NC(=O)COC(=O)C1CC(=O)N(Cc2ccccc2)C1 (stereo not drawn)	0%	25%	-6%	7%	-3%	-1%	2%	6%	6%
NC(=O)C1Cc2ccccc2CN1C(=O)c1cc(C2CC2)nn1-c1ccccc1 (stereo not drawn)	13%	9%	-6%	?	1%	-5%	14%	-28%	11%
Cc1cc(Cl)c2oc(C(=O)N(C)Cc3cc(C)[nH]n3)c(C)c2c1	-8%	19%	136%[activator]	?	?	0%	0%	14%	-1%

Further compounds
molecule	HT1080NT lethal	TDP-43 yeast inh	GLP-1R inv ag	KB-V1 cytotox	GLP1R ag	SW480 rereplic	KB-3-1 tox	GLP1R cytotox	HT1080 IDH1KD tx
CCCCc1sc(-c2c(C#N)c(N)nc3c2CCCCC3)cc1[N+](=O)[O-]	4%	-14%	?	?	-1%	6%	-11%	-3%	5%
COCCOc1ccc(C(F)(F)F)cc1NC(=O)COC(=O)c1cc[n+]([O-])cc1	18%	-5%	7%	17%	6%	3%	2%	-12%	17%
CCOC(=O)c1[nH]c(C)c(C(=O)OCC(=O)N(CC)C2CCS(=O)(=O)C2)c1C (stereo not drawn)	0%	11%	2%	?	6%	1%	5%	1%	3%
Cc1cc2cc(C#N)c(SCC(=O)Nc3nonc3C)nc2cc1C	5%	-17%	10%	3%	8%	?	-5%	1%	3%
COc1ccc(C[C@@H]2CN3C(=NC[C@@H]3C)N2C[C@H](C)NC(=O)CCC2CCCCC2)cc1	4%	?	-5%	-1%	2%	0%	1%	-13%	-12%
O=C(c1ccco1)N1N=C(c2ccccc2)CC1c1ccc2nccnc2c1 (stereo not drawn)	-8%	?	52%[activator]	13%	10%	-6%	-10%	-14%	-20%
Cc1cccc(C)c1NC(=S)N1CC(C)OC(C)C1 (stereo not drawn)	1%	-8%	16%	-1%	7%	-8%	-2%	-13%	5%
COc1ccc(NC(=O)Nc2ccc3c(c2)C(=O)N([C@H](C)CO)C[C@H](C)[C@@H](CN(C)C(=O)Nc2ccccc2)O3)cc1	-1%	5%	-3%	0%	-4%	-1%	0%	-15%	-2%
O=C(NC1CCCCC1)c1ccc(Br)o1	11%	6%	3%	22%	-2%	3%	7%	-11%	18%
Cc1cccc(C)c1NC(=O)C1(N(Cc2ccco2)C(=O)c2ccccn2)CCCC1	18%	15%	-3%	?	-4%	-2%	-2%	-16%	23%
O=c1c2[nH]c3ccc(F)cc3c2ncn1Cc1ccncc1	-3%	-3%	30%[activator]	2%	7%	-3%	14%	-2%	-3%
O=c1nc(N2CCOCC2)ccn1-c1nc(-c2ccccc2)sc1-c1ccccc1	-17%	-9%	-12%	0%	-1%	25%	-1%	1%	-4%
COc1ccccc1CNC(=O)C/C(C)=N/NC(=O)Cc1ccc(Cl)cc1	0%	0%	-7%	5%	6%	-3%	-2%	14%	-1%
Nc1ccccc1Sc1nc2ccccc2[nH]1	-16%	0%	?	?	2%	?	?	?	-14%
COC(=O)c1ccccc1NC(=O)Nc1cc(C(C)(C)C)on1	8%	-17%	-27%	?	-2%	1%	-10%	-2%	25%
CC(NC(=S)Nc1ccc(S(N)(=O)=O)cc1)c1ccc2c(c1)OCO2 (stereo not drawn)	3%	-3%	-26%	?	1%	-9%	14%	-1%	1%
COc1cccc(NC(=O)C(C)n2c(=O)cc(C(F)(F)F)c3c(C)nn(C)c32)c1 (stereo not drawn)	nt	9%	-4%	-17%	nt	nt	-24%	0%	nt
O=C(Nc1cccc(CNCCc2c[nH]c3ccccc23)c1)c1ccccc1Cl	?	-14%	?	?	-1%	-10%	-12%	?	?
CCOC(=O)C(C)n1cnc2c(nnn2-c2cccc(Cl)c2)c1=O (stereo not drawn)	1%	24%	37%[activator]	-5%	-3%	0%	2%	-2%	2%
CCN(CC)C(=O)[C@H]1C[C@H](CC(=O)NCc2cccc(C(F)(F)F)c2)C(=O)N2CCc3c([nH]c4ccc(Cl)cc34)[C@]12C	?	?	?	0%	-1%	?	0%	?	?

Single records, from the list above. Values in the order: HT1080NT lethal | TDP-43 yeast inh | GLP-1R inv ag | KB-V1 cytotox | GLP1R ag | SW480 rereplic | KB-3-1 tox | GLP1R cytotox | HT1080 IDH1KD tx
O=C(NC1CCCCC1)c1ccc(Br)o1 is entered as 11% | 6% | 3% | 22% | -2% | 3% | 7% | -11% | 18%
COC(=O)c1ccccc1NC(=O)Nc1cc(C(C)(C)C)on1 is entered as 8% | -17% | -27% | ? | -2% | 1% | -10% | -2% | 25%
CCN(CC)C(=O)[C@H]1C[C@H](CC(=O)NCc2cccc(C(F)(F)F)c2)C(=O)N2CCc3c([nH]c4ccc(Cl)cc34)[C@]12C is entered as ? | ? | ? | 0% | -1% | ? | 0% | ? | ?

Compound activity (PubChem)

No enrichment for hits; any-hit rate near 9.4%.
